SIAE primary = human SIAE inhibitors, primary screen, biochemical, fluorescence polarization, FP-Rh probe, 1536-well HTS. Sialate O-acetylesterase (Homo sapiens), Q9HAT2. SIAE FP-Rh probe binding. inhibition, % at 9.66 µM. hit rate 0.69% among 370,000;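 active = inhibition above a cutoff: mean of compounds within the control limits plus 3 SD of those, cut at about 17% in these data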;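 note: 0% = plate median of compound wells and 100% = probe without SIAE protein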
Target sequence (Q9HAT2 whole entry, looked up): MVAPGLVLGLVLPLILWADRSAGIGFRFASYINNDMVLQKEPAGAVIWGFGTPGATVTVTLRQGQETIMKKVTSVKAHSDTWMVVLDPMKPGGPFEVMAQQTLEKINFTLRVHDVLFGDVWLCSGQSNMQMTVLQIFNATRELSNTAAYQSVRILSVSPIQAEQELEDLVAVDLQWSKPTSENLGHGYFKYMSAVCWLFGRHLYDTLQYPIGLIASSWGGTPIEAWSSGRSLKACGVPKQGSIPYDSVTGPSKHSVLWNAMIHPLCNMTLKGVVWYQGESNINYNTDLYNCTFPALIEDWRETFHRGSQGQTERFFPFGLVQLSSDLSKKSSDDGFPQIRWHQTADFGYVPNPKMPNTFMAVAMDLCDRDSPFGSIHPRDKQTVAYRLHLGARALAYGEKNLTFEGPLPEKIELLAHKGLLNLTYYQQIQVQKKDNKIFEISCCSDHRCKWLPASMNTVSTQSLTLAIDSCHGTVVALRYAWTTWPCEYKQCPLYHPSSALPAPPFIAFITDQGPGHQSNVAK
PG9 Ab binder = binders of HIV-1 gp120 antibody PG9, primary screen, biochemical, TR-FRET; HIV-1 gp120 / PG9 antibody interaction; TR-FRET gp120-PG9 antibody binding; inhibition, % at 6.7 µM; hit rate 0.43% among 360,000; in the data active = inhibition above about 8.5%
TCR-CD3 inh = inhibitors of human TCR-CD3 interaction, primary screen, biochemical, fluorescence, TAMRA-labeled TCR probe; T-cell receptor (TCR); inhibition, % at 9.4 µM; hit rate 0.37% among 360,000; AID 651800, 2012; in the data active = inhibition above about 19%;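 note: recombinant mutant TCR 2C K166C tagged with TAMRA read by polarization; 0% = receptor in buffer alone and 100% = receptor with positive control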
PRMT1 inh = PRMT1 methyltransferase inhibitors, primary screen, biochemical, fluorescence polarization | hit rate 1.3% among 370,000 | inhibition, % at 2.79 µM | recombinant PRMT1, activity-based probe fluorescence polarization | AID 652257, 2013;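 active = inhibition above about 21% made by adding two undisclosed values, limit read from the data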
mABHD4 FP = ABHD4 inhibitors, primary screen, biochemical, fluorescence polarization, mouse. (Lyso)-N-acylphosphatidylethanolamine lipase (Mus musculus), Q8VD66. purified mABHD4, FP-Rh probe fluorescence polarization. inhibition, % at 8.92 µM. hit rate 0.54% among 370,000. AID 720543, 2013;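 active = inhibition exceeding the mean over every tested compound plus 3 SD, cut at about 30% in these data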;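 note: 0% = plate median of compound wells and 100% = S159A mutant with DMSO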
Target sequence (Q8VD66 whole entry, looked up): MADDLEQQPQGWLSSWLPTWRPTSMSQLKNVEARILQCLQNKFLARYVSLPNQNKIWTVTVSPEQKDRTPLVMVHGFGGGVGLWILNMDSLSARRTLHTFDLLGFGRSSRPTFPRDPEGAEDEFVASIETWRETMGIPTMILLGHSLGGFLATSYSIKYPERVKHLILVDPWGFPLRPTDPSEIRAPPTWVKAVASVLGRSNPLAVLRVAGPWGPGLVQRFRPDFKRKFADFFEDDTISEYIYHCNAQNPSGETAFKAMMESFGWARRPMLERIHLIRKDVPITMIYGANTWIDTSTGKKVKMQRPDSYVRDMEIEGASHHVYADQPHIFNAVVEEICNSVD
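Test system: mABHD4 protein; Read-out basis: % inhibition; Incubation: 45 min + 60 min at 25 °C; Repeats: single replicate; Technique: fluorescence polarization with parallel and perpendicular emission, 525/598 nm; Compound: 8.92 µM, single dose; Benchmarks: full inhibition S159A mutant plus DMSO, zero as sample-well median.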
TDP2 inh = human TDP2 enzyme inhibitors, primary screen, biochemical, epi absorbance, recombinant enzyme | hit rate 0.34% among 370,000 | T5PNP hydrolysis, p-nitrophenol absorbance 415 nm | inhibition, % at 12.8 µM;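 active = inhibition above the mean of all tested compounds plus 3 SD, set per campaign, cut at about 25% in these data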;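 note: 0% = DMSO with enzyme and 100% = buffer with substrate but no TDP2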
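Test system: Human TDP2 enzyme | Reagent: 5 mM T5PNP | Compound dosing: 12.8 µM single point, 1% DMSO | Incubation: Enzyme reaction with compound for 2 h at 37 °C | Technique: p-Nitrophenol epi absorbance | Read-out: % inhibition relative to enzyme-containing and enzyme-free wells | Benchmarks: High control without enzyme, low control DMSO plus TDP2 | Replicates: Singlicate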
Rev-erbA mod = modulators of Rev-erb alpha DNA binding, primary screen, biochemical, FITC-DNA, fluorescence polarization, uHTS | Nuclear receptor subfamily 1 group D member 1 (Homo sapiens), P20393 | Rev-erbα–FITC-DNA binding, 90 min | activity, % at 10 µM | hit rate 0.79% among 370,000 | AID 1259318, 2017;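 active = activity above about 14%, limit read from the data; passing the limit was not always enough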;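 note: 0% = DMSO wells with 35 nM protein and 100% = DMSO wells with 750 nM protein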
LEDGF integ inh = blockers of LEDGF/p75-dependent integrase strand transfer – biochemical, TR-FRET, high throughput, primary screen. HIV-1 integrase (with human LEDGF/p75). TR-FRET IN-LEDGF/p75 DNA integration, Eu/Cy5. inhibition, % at 3.7 µM. hit rate 0.64% among 370,000. AID 743269, 2014;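 active = inhibition above the screen-wide mean plus 3 SD, cut at about 13% in these data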;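 note: signal is the Cy5 over europium emission ratio at 671 and 618 nm; 0% = plate median of compound wells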
HTRA1 inhibitor = HTRA1 serine protease inhibitors, primary screen, biochemical, fluorescence polarization, HTS; recombinant HTRA1, FP-rhodamine activity-based probe; inhibition, % at 5.96 µM; AID 504803, 2011; hit rate 0.5% among 340,000; Q92743; in the data active = inhibition above about 36%;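 note: 0% = enzyme with DMSO and 100% = wells lacking enzyme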
rCAG binder = binders of r(CAG) RNA repeats, primary screen, biochemical, fluorescence; r(CAG) RNA repeat, TO-PRO-1 dye displacement fluorescence; inhibition, % at 3 µM; hit rate 1.3% among 370,000; AID 651821, 2012;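 active = inhibition above the plate cutoff, the mean of all test compounds on that plate plus 3 SD, cut at about 35% in these data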;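 note: 0% = DMSO alone and 100% = 100 µM mitoxantrone as full dye displacement; higher means more dye released from RNA so lower well fluorescence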
* marks the source's active call; other numbers are inactive results; x = no result given. Not all compounds are listed; rates above refer to the full screens.

SMILES	SIAE primary	PG9 Ab binder	TCR-CD3 inh	PRMT1 inh	mABHD4 FP	TDP2 inh	Rev-erbA mod	LEDGF integ inh	HTRA1 inhibitor	rCAG binder
NS(=O)(=O)c1ccc(CCNC(=O)C(=O)C2C(=O)Nc3ccccc32)cc1 (configuration not stated)	7	-3.0	-5	4	7	-1	2	-4	4	5
CC(C)C[C@@H](CN)NC(=O)c1nc[nH]c1C(=O)N[C@@H](Cc1ccccc1)C(=O)CNC[C@H](C)NC(=O)c1nc[nH]c1C(=O)N[C@@H](CC(C)C)C(=O)O	5	0.4	-7	7	7	1	-4	-2	5	1
Cc1cc(NC(=O)CSCC(=O)Nc2nc3ccc(F)cc3s2)no1	-5	-3.2	0	0	1	3	-3	5	1	4
O=C(O)c1cc(NS(=O)(=O)c2ccc(N3CCCCC3)c([N+](=O)[O-])c2)cc(C(=O)O)c1	0	-1.1	-4	1	-4	4	4	1	-2	2
CCC(C)Sc1ccc(-c2nc3ccc(Cl)cn3c2NCc2ccccc2)cc1 (configuration not stated)	-2	1.1	3	4	15	1	26*	-3	-8	6
CCn1nc(C)c(NC(=O)CC23CC4CC(CC(C4)C2)C3)c1C	-4	-1.1	-6	3	2	5	-5	1	2	-3
Cc1ccc(C(=O)N[C@H](C(=O)OCc2nnc(-c3ccccc3)o2)C(C)C)cc1	-2	0.4	-9	2	-4	11	3	0	3	-7
O=C(NCc1ccccn1)c1cc(-c2ccccc2)nc2ccccc12	5	1.1	-1	-3	-6	5	4	5	0	-1
COc1ccc(N/C=C/C(=O)c2ccc3c(c2)OCO3)cc1OC	2	-1.3	-1	1	3	9	-2	-2	-2	1
COc1cc([N+](=O)[O-])ccc1NC(=O)CN(C)C	1	1.0	0	-1	7	7	-5	-1	9	-2
CC1(C(=O)NS(=O)(=O)c2cccc(C#N)c2)CCN1C(=O)CC1CCCCC1 (configuration not stated)	3	-1.5	4	5	-4	-7	2	-5	x	2
CCCCN(C(=O)Cn1nnc2ccccc21)C(C(=O)NCCOC)c1ccc(OC)cc1OC (configuration not stated)	-1	-2.2	8	-4	-6	-13	3	-1	6	-4
CCC(=O)N1c2ccc(S(=O)(=O)N(CCO)Cc3ccccc3)cc2CC1C (configuration not stated)	2	1.5	5	1	-1	3	0	2	-3	-5
Cc1ccc2nsnc2c1S(=O)(=O)NCc1cccnc1	0	-0.2	4	1	5	3	9	0	4	0
COc1cccc(CN2CCN(C3CCN(c4ccccc4F)CC3)CC2CCO)c1 (configuration not stated)	3	2.9	-10	2	7	-6	0	-2	-21	-8
Fc1ccccc1OCCCCSc1ncccn1	0	2.1	-1	2	-2	-5	-2	-2	0	-3
CCOC(=O)N1CCC(N(CCN(C)C)C(=S)Nc2ccc(Oc3ccccc3)cc2)CC1	-5	-1.0	5	5	-8	5	-5	-2	-21	-5
O=C(CCCNS(=O)(=O)c1cccc2nsnc12)NCc1ccccc1	-3	0.8	0	-1	-1	-5	-4	-2	-3	-3
CCCCNc1ccc2nsnc2c1[N+](=O)[O-]	-9	-1.2	2	5	1	20	4	5	11	-3
COc1ccc(C(=O)n2nc(C)cc2C)cc1OC	3	0.1	-7	3	-5	-1	-2	-2	1	-4
CC(C)Cn1c(N)c(C(=O)COC(=O)c2cc(-c3ccccc3)nc3ccccc23)c(=O)n(C)c1=O	-2	0.5	12	-2	0	-6	5	1	11	2
CCOc1ccc(C(C(=O)Nc2ccc(F)cc2)N(C(=O)Cn2nnc3ccccc32)C2CC2)cc1 (configuration not stated)	-2	-1.4	4	1	-19	1	-5	-1	-22	0
O=C(NC(=S)Nc1ccc(S(=O)(=O)Nc2nccs2)cc1)c1ccccc1F	-11	-0.4	6	-6	2	-7	3	2	-4	42*
C=CCn1c(Cc2ccc(OC)cc2)nnc1SCC(=O)c1cccc([N+](=O)[O-])c1	1	-1.3	6	-1	7	1	-2	1	-5	4
O=C(NNC(=O)c1ccncc1)c1ccncc1	-9	0.3	1	0	2	1	2	0	7	4
(continued)
SMILES	SIAE primary	PG9 Ab binder	TCR-CD3 inh	PRMT1 inh	mABHD4 FP	TDP2 inh	Rev-erbA mod	LEDGF integ inh	HTRA1 inhibitor	rCAG binder
Cc1ccc(S(=O)(=O)N/N=C\c2cn(CC(N)=O)c3ccccc23)cc1C	23*	-2.8	7	-2	9	3	-1	-3	4	25
COC(=O)[C@]12C[C@H](CC(=O)N3CCOCC3)C(=O)N(CCc3ccc(OC)c(OC)c3)C1=C[C@H](C(C)C)O[C@@H]2C1CC1	3	x	x	-6	2	5	-3	5	x	-2
O=C(O)c1cccc2c1C(=O)N(C1CCCCC1)C2	0	-1.7	4	-2	2	-8	-1	1	-2	4
COc1ccc(C2C(C#N)=C(N)Nc3nc4ccccc4n32)cc1 (configuration not stated)	5	-0.9	-4	1	1	-2	-4	2	-1	1
N#CCC(=O)N/N=C\c1ccccc1OC/C=C/c1ccccc1	-5	0.0	2	-2	-16	14	5	1	-35	11
COc1ccc2[nH]c(=O)c(CN(C(=O)c3cccnc3)c3cccc(C)c3)cc2c1	1	0.4	-1	0	3	6	2	5	0	-4
COc1ccc(CNC(=O)CS(=O)Cc2nc(-c3ccc(C)cc3)oc2C)cc1 (configuration not stated)	-4	-1.5	-8	8	4	-3	-1	-1	3	1
Cc1ccc(CSCC(=O)N(C)CC(=O)Nc2c(Cl)cccc2Cl)cc1	3	-0.5	0	-2	-1	6	1	1	-4	-5
CCNc1nc(SCc2ccccc2)nc(N2CCOCC2)n1	-3	-2.2	1	2	-7	-4	0	-3	-7	-11
CN(C)/C=C/c1onc(-c2ccccc2Cl)c1C#N	-1	-2.0	-8	0	-16	1	2	-5	-19	12
CCN(CC)c1ccc(NC(=O)COC(=O)Cc2ccsc2)cc1	-1	-7.0	1	10	-15	-11	-2	-4	2	-2
O=C(NC1CCSc2ccccc21)c1ccc(C(F)(F)F)cc1 (configuration not stated)	-4	11*	6	7	2	-13	3	-6	-2	-4
COc1ccc(N2C(=O)C3C(C2=O)C2C=CC3C23CC3)c(OC)c1 (configuration not stated)	1	0.6	4	-1	0	-10	6	1	2	-1
CCNC(=O)C[C@@H]1CC[C@H]2[C@@H](COC[C@H](O)CN2C(=O)C2CC2)O1	5	2.2	0	2	-2	-3	0	-4	x	0
O=C(O)c1sccc1Oc1ccc(NS(=O)(=O)c2cccc(F)c2)cc1	-5	1.1	-10	4	-5	-5	-1	-3	3	8
Cc1ccc2cc(N)ccc2n1	5	0.5	6	0	-1	-4	-4	-6	7	1
CC1CCc2sc3c(c2C1)c(=O)n(CC(=O)O)c(=O)n3Cc1ccc(Cl)cc1 (configuration not stated)	-6	-2.5	2	1	2	17	-8	1	-10	54*
Cc1c(OC(C)C(=O)NCCCN2CCOCC2)ccc2c1oc(=O)c1ccccc12 (configuration not stated)	0	-1.4	2	0	-2	12	0	-4	1	-6
Cc1ccc(NC(=O)c2sccc2C)cc1S(=O)(=O)N(C)C	-7	-0.8	6	1	-3	3	2	-1	-9	1
CCOCCCNC(=O)CN1C(=O)COc2ccc(S(=O)(=O)N3CCCC3)cc21	0	-2.7	7	-3	-3	-15	-3	0	2	0
COc1cccc(C2CC(C(F)(F)F)n3ncc(C(=O)Nc4c(C)n(C)n(-c5ccccc5)c4=O)c3N2)c1 (configuration not stated)	0	-1.5	4	2	0	2	3	-2	-3	-10
CC(SCC(=O)Nc1ccc(F)cc1)c1nc2ccccc2c(=O)[nH]1 (configuration not stated)	2	-1.1	-5	5	-2	3	-1	-2	2	-4
COc1ccccc1/C=C/C=N/n1c(-c2ccccn2)n[nH]c1=S	13	0.8	4	-4	-2	6	-1	1	4	1
COc1cc(/C=C2\SC(=Nc3c(C)n(C)n(-c4ccccc4)c3=O)NC2=O)ccc1O	0	-5.9	2	-1	-1	0	-5	-2	7	-1
CSc1nnc2c3ccccc3n(Cc3ccccc3)c2n1	1	1.0	-2	-4	0	0	22*	1	-4	-1

Entries of single compounds, quoted from the list:
Shown for COc1ccc2[nH]c(=O)c(CN(C(=O)c3cccnc3)c3cccc(C)c3)cc2c1 : SIAE primary: 1; PG9 Ab binder: 0.4; TCR-CD3 inh: -1; PRMT1 inh: 0; mABHD4 FP: 3; TDP2 inh: 6; Rev-erbA mod: 2; LEDGF integ inh: 5; HTRA1 inhibitor: 0; rCAG binder: -4
Shown for COc1ccc(C2C(C#N)=C(N)Nc3nc4ccccc4n32)cc1 (configuration not stated) : SIAE primary: 5; PG9 Ab binder: -0.9; TCR-CD3 inh: -4; PRMT1 inh: 1; mABHD4 FP: 1; TDP2 inh: -2; Rev-erbA mod: -4; LEDGF integ inh: 2; HTRA1 inhibitor: -1; rCAG binder: 1
Shown for CC1CCc2sc3c(c2C1)c(=O)n(CC(=O)O)c(=O)n3Cc1ccc(Cl)cc1 (configuration not stated) : SIAE primary: -6; PG9 Ab binder: -2.5; TCR-CD3 inh: 2; PRMT1 inh: 1; mABHD4 FP: 2; TDP2 inh: 17; Rev-erbA mod: -8; LEDGF integ inh: 1; HTRA1 inhibitor: -10; rCAG binder: 54*

The list goes on:
SMILES	SIAE primary	PG9 Ab binder	TCR-CD3 inh	PRMT1 inh	mABHD4 FP	TDP2 inh	Rev-erbA mod	LEDGF integ inh	HTRA1 inhibitor	rCAG binder
O=C(N1CCOCC1)N(Cc1ccco1)CC1CCCO1 (configuration not stated)	3	-1.3	3	2	3	-10	0	-1	8	6
COc1ccc(-c2ccc(C(=O)Nc3cccc(N(C)C)c3)c3occc23)c(C)c1	11	-2.3	-6	4	0	-6	5	0	x	10
CC1(NCc2ccc(Cl)cc2)COP(=O)(NCc2ccccc2)OC1 (configuration not stated)	1	0.7	-3	-5	2	-3	-6	3	6	2
COc1cc(C(=O)Nc2ccc(O)cc2)ccc1OC(C)=O	3	-0.4	-5	0	-15	5	4	1	13	-2
O=C1CCCN1CC1CCCN(Cc2nc(COc3ccccc3)no2)C1 (configuration not stated)	9	-0.8	2	-2	-11	-2	3	0	-2	-2
O=C(CN1CCN(c2ccccc2)CC1)Nc1cccc([N+](=O)[O-])c1	1	-2.3	4	0	2	10	6	0	-4	-3
COc1cc(OC)cc(C(=O)NC(=S)Nc2nc(-c3cc4ccccc4o3)cs2)c1	-7	0.1	-4	1	-1	11	8	0	-2	1
O=S(=O)(NCc1cccnc1)c1cccc2nsnc12	-1	-0.9	4	0	6	0	1	0	1	2
Cc1noc(C)c1-c1ccc(C(=O)Nc2ccc(C(C)C)cc2)c2occc12	-2	-0.4	2	-3	-16	-4	-10	-1	x	7
O=C1COc2ccc(C(=O)COC(=O)C3CCN(S(=O)(=O)c4cccs4)CC3)cc2N1	1	2.6	3	-4	-1	-8	12	3	-1	7

Screening data as filed in PubChem.
